High-throughput results (PubChem BioAssay)
PfG6PD inh: PfG6PD enzyme inhibitors, primary screen, biochemical, fluorescence intensity, uHTS | glucose-6-phosphate dehydrogenase-6-phosphogluconolactonase (Plasmodium falciparum 3D7) | PfGluPho enzyme, NADPH resazurin-diaphorase fluorescence | inhibition, % at 20 µM | hit rate 0.78% among 350,000 | AID 504690, 2011;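 active = inhibition reaching at least a set limit at 20 µM in the primary screen, cut at about 59% in these data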;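 also: 0% = DMSO wells with substrate and 100% = DMSO wells lacking glucose-6-phosphate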
SENP8 block-1: SENP8 protease inhibitors, primary screen, biochemical, luminescence; purified SENP8, Z-RLRGG-aminoluciferin cleavage; AID 2540, 2010; inhibition, % at 10 µM; hit rate 1.2% among 330,000; in the data active = inhibition above about 50%
Target sequence (Q96LD8 whole entry, looked up): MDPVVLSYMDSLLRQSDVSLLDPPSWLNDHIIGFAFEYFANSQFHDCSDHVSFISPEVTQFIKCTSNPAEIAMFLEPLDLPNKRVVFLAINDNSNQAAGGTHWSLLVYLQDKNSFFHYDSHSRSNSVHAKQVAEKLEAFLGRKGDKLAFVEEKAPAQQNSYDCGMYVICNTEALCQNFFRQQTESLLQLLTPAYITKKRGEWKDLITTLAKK
SENP6 inh: SENP6 protease inhibitors, primary screen, biochemical, luminescence, uHTS. Recombinant SENP6 catalytic domain, aminoluciferin luminescence. inhibition, % at 10 µM. AID 2599, 2010. hit rate 1.8% among 330,000. Sentrin-specific protease 6 (Homo sapiens), Q9GZR1;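 active = inhibition above about 50% at the single tested dose, limit read from the data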;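 also: plate controls were DMSO wells with enzyme for no effect and DMSO wells lacking enzyme for full effect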
SENP7 block: SENP7 protease inhibitors, primary screen, biochemical, luminescence, uHTS. inhibition, % at 5 µM. Sentrin-specific protease 7 (Homo sapiens), Q9BQF6. hit rate 1.5% among 330,000. AID 434973, 2010. recombinant SENP7, Z-RLRGG-aminoluciferin luminescence, 40 min;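 active = inhibition above about 50% at the single test dose, limit read from the data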;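 also: plate controls were DMSO with enzyme for no effect and no enzyme buffer wells for full effect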
Apaf1 inhib: inhibitors of human Apaf-1 apoptosome, primary screen, biochemical, DEVD-Rh110 fluorescence, uHTS; inhibition, % at 20 µM; AID 489030, 2010; reconstituted apoptosome caspase-3 activity; hit rate 0.71% among 330,000; active = inhibition of at least 40% at 20 µM;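 also: plate controls were DMSO wells for no effect and DEVD-CHO caspase inhibitor wells for full effect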
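Material: cell-free apoptosome with Apaf-1, procaspase-3 and caspase-9; Buffer or medium: Hepes pH 7.5 with detergent and BSA; Reagent: cytochrome c trigger plus (Z-DEVD)2-Rh110 caspase-3 substrate; Times: compound with Apaf-1, dATP, procaspase-3 30 min, then 50 min reaction, room temperature; Technique: Rh110 fluorescence intensity.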
SENP1 FRET inh: human SENP1 catalytic domain inhibitors, primary screen, biochemical, FRET, uHTS; Sentrin-specific protease 1 (Homo sapiens), Q9P0U3; recombinant SENP1 catalytic domain, CyPet-SUMO1-YPet FRET cleavage; inhibition, % at 10 µM; hit rate 0.21% among 360,000;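 active = inhibition at least 30% at 10 µM, raw YFP signal under a set limit, fluorescence ratio 0.5 to 1.5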;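 also: 0% = enzyme with DMSO and 100% = no enzyme wells; some results filed as inactive read as strong as hits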
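System: Recombinant human SENP1 catalytic domain, His6-tagged | Incubation: Enzyme reaction for 50 min at room temperature, dark | Medium: Tris pH 8 with BME, BSA, NP40 and catalase | Also added: 25 nM SUMO1 FRET substrate | Compound: 10 µM single point, 0.5% DMSO | Measured by: FRET fluorescence in CFP and YFP emission channels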
SENP8 block-2: human SENP8 protease inhibitors, primary screen, biochemical, fluorescence, Nedd8 protein substrate, uHTS | hit rate 0.64% among 360,000 | AID 602440, 2012 | recombinant SENP8 | inhibition, % at 20 µM; in the data active = inhibition mostly above about 40%, no sharp cut-off; inactive = mostly below about 27%
HKDC1 inh: HKDC1 hexokinase inhibitors, primary screen, biochemical, fluorescence, uHTS; hit rate 0.16% among 340,000; recombinant HKDC1, G6PDH/diaphorase resazurin coupled fluorescence; inhibition, % at 20 µM;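 active = inhibition above about 35% when tested at 20 µM, limit read from the data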;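 also: plate controls were DMSO wells with enzyme for no effect and DMSO wells lacking enzyme for full effect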
Target sequence (Q2TB90 whole entry, looked up): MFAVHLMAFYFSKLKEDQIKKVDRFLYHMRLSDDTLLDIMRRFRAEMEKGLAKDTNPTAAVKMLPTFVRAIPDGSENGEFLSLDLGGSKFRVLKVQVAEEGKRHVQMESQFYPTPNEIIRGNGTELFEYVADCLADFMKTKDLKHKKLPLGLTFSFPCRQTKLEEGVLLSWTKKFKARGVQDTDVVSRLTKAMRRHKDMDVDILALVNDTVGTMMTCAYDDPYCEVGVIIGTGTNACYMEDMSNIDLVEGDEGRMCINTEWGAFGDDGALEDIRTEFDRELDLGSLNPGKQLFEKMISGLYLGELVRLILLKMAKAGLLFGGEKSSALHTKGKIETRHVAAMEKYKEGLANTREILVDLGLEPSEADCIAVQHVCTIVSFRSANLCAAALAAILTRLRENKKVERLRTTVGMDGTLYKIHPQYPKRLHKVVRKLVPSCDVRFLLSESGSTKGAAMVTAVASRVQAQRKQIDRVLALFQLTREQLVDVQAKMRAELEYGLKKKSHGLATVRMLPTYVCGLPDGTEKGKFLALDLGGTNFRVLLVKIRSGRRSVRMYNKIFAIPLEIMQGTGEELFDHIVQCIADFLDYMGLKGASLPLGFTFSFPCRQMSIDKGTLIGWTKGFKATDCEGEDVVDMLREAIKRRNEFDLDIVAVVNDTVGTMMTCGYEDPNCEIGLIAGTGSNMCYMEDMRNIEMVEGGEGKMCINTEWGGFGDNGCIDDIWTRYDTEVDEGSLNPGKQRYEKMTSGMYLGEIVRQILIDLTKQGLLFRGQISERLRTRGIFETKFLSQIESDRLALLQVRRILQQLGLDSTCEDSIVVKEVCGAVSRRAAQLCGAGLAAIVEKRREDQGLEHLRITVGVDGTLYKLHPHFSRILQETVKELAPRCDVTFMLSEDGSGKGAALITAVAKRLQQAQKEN
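Assay system – recombinant HKDC1 (HK5) hexokinase enzyme, produced in-house · Input – HKDC1 at 5 µg/mL · Reagent – glucose plus 1 mM ATP as hexokinase substrates · Timing – 90 min reaction incubation at room temperature, dark · Measured by – G6PDH/diaphorase-coupled fluorescence, 1 mM NADP, 100 µM resazurin, 525/613 nm · Benchmarks – DMSO-enzyme wells negative, buffer-substituted wells positive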
The depositor's hits bear a star; i = inactive; . = no result given.

SMILES	PfG6PD inh	SENP8 block-1	SENP6 inh	SENP7 block	Apaf1 inhib	SENP1 FRET inh	SENP8 block-2	HKDC1 inh
Cc1ccc(NC(=S)Nc2ccc(F)cc2)c(C)c1	-3.2	-8.7	-5.9	-7.0	7.6	1.3	3.0	-9.7
CCc1ccccc1NS(=O)(=O)c1cc2c3c(c1)CCN3C(=O)CC2	-16.6	-11.2	-24.9	7.5	0.5	-0.8	5.8	3.2
CC(=O)Nc1ccc(S(=O)(=O)NCCS(=O)(=O)N2CCN(c3ccccc3)CC2)cc1	11.7	4.7	-8.0	-4.5	-11.1	3.6	-4.5	-4.8
O=C(CNC(=O)C1COc2ccccc2O1)N/N=C/c1cc(Br)c(O)c(Br)c1 (stereo not drawn)	-2.1	-2.1	-15.9	-1.2	12.2	-6.2	-192.1	4.1
CCOC(=O)c1c(O)c(Cl)c(C)[nH]c1=O	17.6	1.9	-6.7	-9.0	-4.1	-2.0	20.9	-8.9
CC(C)(C)NC(=S)Nc1ccc(Br)cc1	-9.1	-0.9	-11.5	-3.8	0.2	-0.8	8.8	-2.9
CC/C=C(/NC(C)=O)c1ccccc1	-29.2	-5.3	-3.8	5.5	0.9	-3.1	27.8	2.6
CCCCC1=CC2=C(c3ccco3)C(=O)C(C)(OC(=O)c3ccc(OC)cc3)C(=O)C2=CN1Cc1ccc2c(c1)OCO2 (stereo not drawn)	27.1	13.9	11.3	-0.6	7.6	36.7	-5.0	22.7
CCCC(c1nnnn1C(C)(C)C)N1CCN(C(=O)c2ccco2)CC1 (stereo not drawn)	-5.4	-2.4	-6.1	9.0	-0.2	0.2	5.5	-10.3
Cc1ccc(SCc2c(C#N)c3ccccc3n2C)cc1	-3.7	-1.4	-7.6	-2.0	15.0	2.3	22.4	0.8
COCCCn1c(C2CCCCC2)nc2oc3cc(OC)ccc3c(=O)c2c1=O	5.8	-7.6	-9.0	0.7	3.2	0.2	9.0	23.1
Cc1cccc(C)c1NC(=O)Cn1nnc(-c2ccc(N3CCOCC3)cc2)n1	-4.6	-1.4	-2.2	2.7	-8.4	-0.3	-35.8	-8.8
CCOc1ccc2nc(SCC(=O)c3ccc(C)s3)sc2c1	39.3	-5.7	-6.5	-2.7	21.0	3.0	3.7	1.1
CCN1CCc2nc(NC(=O)Cc3ccc4c(c3)OCCO4)sc2C1	-13.5	-1.7	4.3	-5.4	0.6	-141.0	-42.0	-6.9
COc1ccc(OCC(=O)NCCc2ccc(S(N)(=O)=O)cc2)cc1	-4.4	5.7	-3.6	7.3	2.4	1.2	13.0	0.9
CN(c1ccccc1)S(=O)(=O)c1cccc(NC(=O)COC(=O)C2CCCCC2)c1	8.0	-7.9	-4.5	-6.3	5.0	2.6	15.5	8.9
Cc1cc(C)cc(N(C(=O)c2csnn2)C(C(=O)NC2CCCCC2)c2ccncc2)c1 (stereo not drawn)	-15.7	-2.7	25.7	7.6	1.6	1.9	8.4	4.3
CCOC(=O)c1cnc(-n2nc(C)cc2C)nc1Nc1ccc(N(C)C)cc1	26.4	-2.3	-18.5	8.7	24.4	1.9	8.8	5.1
CCCCOC(=O)Nc1nnc(CCc2ccccc2)s1	9.4	3.9	-28.9	3.6	15.3	-3.0	-299.9	-4.8
O=C(Cc1ccccc1)N1CCN(c2ccc([N+](=O)[O-])cc2)CC1	13.5	-9.7	-22.4	-12.4	12.2	-3.4	23.5	-6.5
Cc1cccc(NC(=S)NCCN2CCOCC2)c1C	1.7	-5.6	-7.8	4.5	-9.5	-0.7	13.9	5.3
Cc1cccc(OCc2nc(-c3ccccn3)n[nH]2)c1	-22.5	-7.5	-12.0	-14.1	3.5	4.8	14.6	-6.5
Cc1cccc(NC(=O)c2cc(N3CCOCC3)nc3ccccc23)c1	0.8	-0.3	-15.7	6.7	1.9	-25.9	i	3.0
C/C(=N\N=C(/N)SC1CC(=O)N(c2ccc(Cl)c(Cl)c2)C1=O)c1cccs1 (stereo not drawn)	-2.7	-4.7	-44.7	0.5	19.1	1.3	9.0	-2.1
Cc1[nH]nc(SCC(=O)NC2CCCCC2)c1[N+](=O)[O-]	1.7	18.6	8.8	-5.1	-16.6	0.6	1.7	-6.0

The last 4 compounds of the part above lead into the next:
SMILES	PfG6PD inh	SENP8 block-1	SENP6 inh	SENP7 block	Apaf1 inhib	SENP1 FRET inh	SENP8 block-2	HKDC1 inh
Cc1cccc(OCc2nc(-c3ccccn3)n[nH]2)c1	-22.5	-7.5	-12.0	-14.1	3.5	4.8	14.6	-6.5
Cc1cccc(NC(=O)c2cc(N3CCOCC3)nc3ccccc23)c1	0.8	-0.3	-15.7	6.7	1.9	-25.9	i	3.0
C/C(=N\N=C(/N)SC1CC(=O)N(c2ccc(Cl)c(Cl)c2)C1=O)c1cccs1 (stereo not drawn)	-2.7	-4.7	-44.7	0.5	19.1	1.3	9.0	-2.1
Cc1[nH]nc(SCC(=O)NC2CCCCC2)c1[N+](=O)[O-]	1.7	18.6	8.8	-5.1	-16.6	0.6	1.7	-6.0
Cc1cccc(NC(=O)CN2C(=O)NC3(CCCC3)C2=O)n1	10.6	-3.3	-5.3	-4.1	0.2	1.7	2.9	0.7
N#CCSc1nc2sc3c(c2c(=O)n1C1CCCCC1)CCCC3	15.8	3.0	5.2	5.9	14.4	-8.4	-23.7	5.0
O=C(c1ccc([N+](=O)[O-])cc1)N1CCOCC1	1.5	.	.	.	.	4.0	11.4	-2.0
COc1ccc(-n2c(SCC(=O)Nc3ccc(Br)cc3)nc(O)cc2=O)cc1	-12.4	0.0	4.7	-6.9	-10.7	1.3	2.0	1.7
CCOC(=O)C(C)Sc1nc2c(c(=O)[nH]c(=O)n2C)n1CCc1ccccc1 (stereo not drawn)	9.2	-3.2	8.0	5.4	-2.8	3.5	20.1	-4.8
CC1=C(C(=O)O)CC(S(=O)(=O)O)C1(C)C (stereo not drawn)	13.0	.	.	.	.	0.0	6.7	-2.8
CCc1ccc(CNC(=O)C2CCN(S(=O)(=O)N3CC(C)CC(C)C3)CC2)cc1 (stereo not drawn)	-2.9	3.8	10.5	4.2	14.5	1.2	4.3	-2.7
COC(=O)c1cn(NC(=O)C2CCC(C)CC2)c(=O)c2ccccc12 (stereo not drawn)	-2.8	-0.6	-23.4	-3.8	-0.3	2.6	2.5	0.0
CCCCn1c(=O)[nH]c(=O)c2c1nc(-c1ccc(OCC)cc1)n2CC	-14.0	2.9	0.5	0.5	9.3	-4.7	-267.2	-5.9
COc1ccc(C2(c3ccc(OC)cc3)NC(=O)N(CC(=O)Nc3ccc(OC)c(OC)c3)C2=O)cc1	-6.1	0.8	-7.3	-8.1	20.9	1.5	12.8	-3.8
N#Cc1ccc(NC(=S)NCCN2CCOCC2)cc1	8.1	2.2	1.7	-0.8	-2.3	0.1	13.4	-5.6
Cn1nccc1C(=O)Nc1ccc2c(c1)OCCO2	-15.9	54.6*	81.5*	70.7*	-10.9	0.6	14.4	1.0
CC1CC(C)(C)NC(=S)N1CC(=O)N1CCN(Cc2ccc3c(c2)OCO3)CC1 (stereo not drawn)	7.2	-2.4	0.2	5.9	-0.2	2.2	-2.0	3.3
CC(C)C(=O)NNC(=O)C1CC1(c1ccccc1)c1ccccc1 (stereo not drawn)	-11.2	-9.7	-12.5	-5.4	10.1	0.6	15.5	7.3
O=C1CNC(=S)N1CCc1ccccc1Cl	-1.9	1.5	-28.6	-0.2	1.3	3.3	19.7	-3.4
CNC(=S)NNC(=O)c1sccc1OCc1ccc(C)cc1	12.7	-8.7	-10.8	-2.3	0.1	2.2	16.9	-4.0
Cc1cc(C)n(-c2nc3ccccc3c(=O)n2OCC(=O)OCc2ccccc2)n1	10.1	.	.	.	.	0.9	28.3	-4.7
COCC(=O)OCC(=O)Nc1ccc(Cl)cc1[N+](=O)[O-]	-2.6	4.0	6.1	-4.6	3.0	0.1	19.5	-3.9
N#CC1=C(SCc2ccc(C#N)cc2)N=C(N)C(c2nc(-c3ccccc3)cs2)C12CCCCC2 (stereo not drawn)	5.7	3.2	0.1	6.9	10.9	-1.8	-8.3	1.0
O=C(NCCOc1ccccc1)C1CCC(=O)N(CCCN2CCCC2=O)C1 (stereo not drawn)	-1.6	-1.3	-2.6	3.6	4.2	0.6	6.3	-7.6
O=C(Nc1cccc(-c2nc3ncccc3o2)c1)c1sc2cc(Cl)ccc2c1Cl	8.1	3.2	10.0	2.4	4.2	-1.0	-53.1	-12.3
Cc1ccccc1OCc1nc2ccccc2c(=O)n1/N=C/c1cn[nH]c1-c1ccccc1	-1.0	2.6	1.5	-2.9	5.7	0.0	4.1	11.0
Cc1cccc(S(=O)(=O)NCCC(=O)OC(C)C(=O)NC(=O)NC2CCCCC2)c1 (stereo not drawn)	5.6	-10.6	-3.4	18.8	12.7	-1.3	14.6	0.2
C=CCON/C(CCC)=C1\C(=O)CC(C)(C)CC1=NC	3.8	-5.9	-6.2	1.4	-19.7	0.9	12.8	-7.5
O=C(Oc1ccc(N(Cc2cccs2)C2=NS(=O)(=O)c3ccccc32)cc1)c1ccc(Cl)cc1	3.5	-8.1	4.1	-7.5	24.0	4.6	20.5	1.7
SMILES	PfG6PD inh	SENP8 block-1	SENP6 inh	SENP7 block	Apaf1 inhib	SENP1 FRET inh	SENP8 block-2	HKDC1 inh
Cc1ccc(S(=O)(=O)N2CC(C(=O)O)=CC[C@H]2c2ccc(Cl)cc2)cc1	26.5	-12.2	-12.5	-10.6	12.4	0.1	5.2	5.2
N#CCCN1CCCN(CCC#N)CCN(CCC#N)CCCN(CCC#N)CC1	-1.3	-3.1	-34.6	-7.9	12.4	-0.7	4.8	-5.1
COc1ccc(C(=O)NC(=S)NNC(=O)c2c(-c3ccccc3)noc2C)cc1	-44.5	-10.2	-12.7	-10.2	14.8	2.7	10.7	-12.8
COC(=O)c1cccc(NC(=O)CSc2nnc(COc3ccc(C#N)cc3)n2-c2ccccc2)c1	-12.2	-14.1	-1.3	-5.4	18.7	0.2	2.6	0.3
COc1cc2c(cc1OC)CN(C(=O)c1ccc(S(=O)(=O)N3CCCCCC3)cc1)CC2	0.6	-1.8	13.1	-2.7	-0.7	-2.3	16.3	7.5
CCn1ncc([N+](=O)[O-])c1C(=O)Nc1c(C)nn(Cc2ccc(F)cc2)c1C	-10.4	6.9	-6.5	-4.9	-5.4	4.7	21.7	1.9
NC(=O)c1nnn(-c2ccccc2)c1N	0.1	1.1	2.9	3.1	11.0	1.9	-2.2	-8.9
O=C(Nc1nc2ccc([N+](=O)[O-])cc2s1)c1ccc(S(=O)(=O)N2CCCc3ccccc32)cc1	-19.1	-18.2	-12.1	7.8	-3.4	-34.9	-65.8	0.5
COc1ccc([C@@H]2C[C@@H](c3ccccc3)Oc3c(C)ccc(C(C)C)c32)cc1	.	0.5	-12.0	-3.7	0.0	.	.	.
Cc1ccc(CNC(=O)CS(=O)(=O)CC(=O)O)cc1	7.5	-2.6	9.6	0.5	-0.5	2.3	25.0	-3.1
